Assay outcomes as filed in PubChem BioAssay.
AI-2 QS mod = Vibrio harveyi AI-2 quorum sensing modulators, primary screen, JMH597 strain, luminescence/OD600 ratio; Vibrio harveyi JMH597 AI-2 luminescence/OD600 ratio, 9 h; active compounds read low; strain lacks LuxN and CqsS sensors; 0 = neutral-control median; activity change, % at 7.5 µM; actives 0.4% (n = 300,000); AID 2094, 2009; in the data active = activity change below about -75%, passing the limit was not always enough; inconclusive = no clear call, values can overlap the other calls;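 note: luminescence divided by OD600 gain over 9 h not by final OD600 alone; inactives centre near 13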
IEC-6 cytotox = cytotoxicity in IEC-6 intestinal epithelial cells, primary screen, cytotoxicity control for KLF5 inhibitor project, cell-based, luminescence; IEC-6 cytotoxicity, luminescence viability; inhibition, % at 5 µM; actives 0.78% (n = 290,000); AID 1825, 2009; in the data active = inhibition above about 22%;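 note: 0% = plate median of test compound wells and 100% = cytotoxic reference compound wells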
GSK3A inh = blockers of GSK3A enzyme activity – biochemical, luminescence, cell-free homogeneous, HTS, primary screen; Glycogen synthase kinase-3 alpha (Homo sapiens), P49840; GSK-3 alpha kinase, ADP-Glo luminescence, 60 min; inhibition, % at 10 µM; actives 0.1% (n = 320,000);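 in the data active = inhibition above about 50%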;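 note: GST-tagged GSK-3 alpha with peptide substrate and 25 µM ATP; 0% = DMSO neutral wells and 100% = GW8510 positive control wells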
Target sequence (P49840 whole entry, looked up): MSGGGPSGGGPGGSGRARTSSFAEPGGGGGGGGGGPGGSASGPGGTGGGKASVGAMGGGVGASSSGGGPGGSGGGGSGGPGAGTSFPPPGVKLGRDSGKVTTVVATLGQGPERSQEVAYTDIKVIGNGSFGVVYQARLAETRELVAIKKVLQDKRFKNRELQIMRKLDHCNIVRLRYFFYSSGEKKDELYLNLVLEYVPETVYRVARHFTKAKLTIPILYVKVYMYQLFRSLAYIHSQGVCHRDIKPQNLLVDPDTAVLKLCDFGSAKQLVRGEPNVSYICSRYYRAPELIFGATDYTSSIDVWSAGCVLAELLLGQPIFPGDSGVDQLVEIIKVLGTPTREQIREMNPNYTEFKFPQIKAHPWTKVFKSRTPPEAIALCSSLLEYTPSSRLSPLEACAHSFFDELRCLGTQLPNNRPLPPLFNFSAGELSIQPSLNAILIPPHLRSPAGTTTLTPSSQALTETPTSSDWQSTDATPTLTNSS
HSF1 inhib = HSF1 inhibitors in luciferase reporter cells, primary screen, cell-based, NIH3T3, luminescence; activity change, negative = inhibition, % at 7.5 µM (by protocol); NIH3T3-HGL HSE-luciferase, MG132-induced, luminescence 8 h; active compounds read low; actives 0.77% (n = 300,000);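 active = more than half of replicate wells show activity change below -50%, luminescence cut by over half; inconclusive = some wells, but at most half, below -50%; inactive = no replicate well below -50%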;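 note: luciferase reports HSF-1 transcriptional activity via heat shock element; 0% = median of DMSO wells and -100% = zero luminescence signal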
aSyn 5UTR inh = MLPCN primary screen, SNCA 5' untranslated region; alpha-synuclein 5'UTR reporter, inhibitor activity; inhibition, % (tested at 7.5 µM); actives 0.82% (n = 300,000); AID 1813, 2009; in the data active = inhibition above about 60%; inconclusive = no clear call, values can overlap the other calls;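 note: H4 neuroglioblastoma cells stably carrying SNCA 5'UTR luciferase fusion; 0% = DMSO wells and 100% = positive control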
KLF5 inh = KLF5 expression inhibitors, primary screen, DLD-1 cells, luminescence | actives 0.23% (n = 290,000) | inhibition, % at 5 µM | DLD-1 KLF5 promoter-luciferase reporter;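 active = inhibition above a per-plate limit of that plate's mean compound inhibition plus 3 SD, cut at about 60% in these data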;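 note: 0% = DMSO wells and 100% = LY294002 at 200 µM; higher means less KLF5 promoter-driven luciferase light; inactives centre near -14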
HSP90 refold inh = HSP90 inhibitors, primary screen, cell lysate, luminescence | Rabbit reticulocyte lysate, luciferase refolding luminescence, 3 h | inhibition, % at 5.6 µM | actives 0.91% (n = 290,000) | AID 1789, 2009;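 active = inhibition above the screen-wide mean plus 3 SD, computed separately per campaign, cut at about 16% in these data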;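 note: 0% = DMSO wells and 100% = 60 µM geldanamycin wells; inhibitors lower the luminescence because luciferase stays unfolded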
HIF act = HIF pathway transcriptional activators, primary screen, cell-based, U2OS HRE-luciferase, luminescence; activation, % at 7.5 µM (by protocol); U2OS HRE-luciferase reporter; normalized: DMSO 0%, desferrioxamine 100%; actives 0.32% (n = 300,000); AID 1910, 2009;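 active = mean activation of at least 10% of the iron chelator positive control signal, with at least half of replicates also reaching 10%; inconclusive = mean and replicate majority disagree about reaching 10%; inactive = mean and most replicates under 10%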
HSF-1 act = HSF-1 activators, primary screen, NIH3T3-HGL cells, MG132 stress, luminescence, single point; actives 1.7% (n = 300,000); activation, % at 9 µM; NIH3T3-HGL HSF-1 luciferase reporter, 8 h; 100% = twice DMSO control signal;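 active = mean replicate activation of at least 50% with a set share of replicates each reaching 50%; inconclusive = only one of those two conditions met; inactive = mean below 50% and too few replicates reaching it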;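 note: 0% = median of the neutral control wells and 100% = twice that signal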
GSK3beta inhib = human GSK3beta kinase inhibitors, primary screen, biochemical, cell-free homogeneous, HTS | Glycogen synthase kinase-3 beta (Homo sapiens), P49841 | GST-GSK3beta kinase, ADP-Glo luminescence, 60 min; active compounds read low | activity score (negative = inhibition), % at 10 µM | actives 0.038% (n = 300,000) | AID 2097, 2009;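 active = more than half of replicate wells score below -50%, meaning over 50% inhibition versus plate controls; inconclusive = some replicates but at most half score below -50%; inactive = no replicate scores below -50%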;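 note: 0% = median DMSO wells and -100% = median GW8510 positive control wells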
Target sequence (P49841 whole entry, looked up): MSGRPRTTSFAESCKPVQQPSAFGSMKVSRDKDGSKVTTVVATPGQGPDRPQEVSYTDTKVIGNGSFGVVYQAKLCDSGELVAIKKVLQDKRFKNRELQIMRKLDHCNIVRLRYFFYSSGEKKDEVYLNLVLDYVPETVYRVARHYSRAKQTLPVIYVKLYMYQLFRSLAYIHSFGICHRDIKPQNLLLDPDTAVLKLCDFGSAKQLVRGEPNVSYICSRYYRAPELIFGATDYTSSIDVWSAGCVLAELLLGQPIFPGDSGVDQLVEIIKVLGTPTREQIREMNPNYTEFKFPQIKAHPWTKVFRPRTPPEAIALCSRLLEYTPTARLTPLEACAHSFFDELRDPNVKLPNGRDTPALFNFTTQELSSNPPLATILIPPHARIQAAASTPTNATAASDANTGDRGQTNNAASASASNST
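Test system: GST-tagged human GSK3beta kinase, cell-free; evaluation: activity score scaled between in-plate DMSO and GW8510 controls; measured by: ADP-Glo luminescence; incubation: 60 min reaction, RT; benchmarks: DMSO and 20 µM GW8510; reagent: peptide substrate plus 25 µM ATP (final); medium: Tris/MgCl2 kinase buffer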
Starred values were filed as active, the others as inactive; ? = inconclusive; . = no result given.

SMILES	AI-2 QS mod	IEC-6 cytotox	GSK3A inh	HSF1 inhib	aSyn 5UTR inh	KLF5 inh	HSP90 refold inh	HIF act	HSF-1 act	GSK3beta inhib
Cc1cccc(/C=C2\Sc3ccc(C(=O)N4CCC(C(N)=O)CC4)cc3N(C)C2=O)c1	13.6	5.2	-0.7	-0.1	-60.3	-4.1	-1.0	3.3	10.0	2.0
COCCCn1c(=O)c2ccccc2n(Cc2ccccc2C)c1=O	20.2	3.2	-3.2	-1.7	50.9	-17.0	1.4	-5.7	3.5	0.2
Cc1c(C(=O)N(CCC#N)c2ccccc2)sc2nc3n(c(=O)c12)CCCC3	.	1.9	-0.2	-4.5	-7.5	-34.4	-2.8	0.0	-8.5	-0.8
Cn1c(COc2ccc(Cl)cc2)nnc1SCc1ncc(-c2ccccc2)o1	16.7	1.7	2.2	7.6	11.6	-10.8	-2.9	-0.3	-0.5	1.3
CC(C)(C)OC(=O)N1CCCC(C(=O)CC#N)C1 (centres undefined)	18.7	5.3	4.2	7.5	26.4	17.8	1.2	-1.0	3.6	3.6
COc1cc(NC(=O)c2cc([N+](=O)[O-])ccc2NC(=O)CNCc2ccccn2)cc(OC)c1	20.4	5.5	-2.5	1.7	22.9	6.3	2.0	0.6	10.9	-0.3
O=C(NCCCN1CCCC1=O)C(=O)Nc1cccc(F)c1	2.6	.	-0.5	14.5	-107.3	.	.	1.9	34.4	-1.4
O=C1CCCC2=C1C(c1cccs1)Nc1ccc3ncccc3c12 (centres undefined)	-2.3	1.5	4.3	5.5	-7.9	-10.3	-2.0	0.2	-4.3	2.5
CCCn1c(=O)c(C(=O)NCCCc2ccccc2)c(O)c2ccccc21	0.5	2.9	-1.2	-5.6	7.3	0.7	-1.1	0.5	-3.9	1.9
COc1cc(Cl)c(C)cc1NC(=O)Cc1ccc(OC)c(OC)c1	20.0	5.9	-6.1	3.3	-16.0	-36.3	1.8	-0.3	1.5	1.4
CCC(C)[C@H](NC(=O)NCCCn1ccnc1)C(=O)OC (some centres undefined)	14.2	-7.5	-1.1	-3.4	5.7	-13.3	-0.1	-0.5	-2.0	-4.7
O=C(CC12CC3CC(C1)CC(CC(=O)N1CCCC1)(C3)C2)N1CCCC1	7.5	-3.4	-2.5	-4.0	18.8	-18.1	-2.0	0.2	-0.1	0.0

3 of the entries above in order of the KLF5 inh value, rising.
Structure,KLF5 inh
Cc1c(C(=O)N(CCC#N)c2ccccc2)sc2nc3n(c(=O)c12)CCCC3,-34.4
COCCCn1c(=O)c2ccccc2n(Cc2ccccc2C)c1=O,-17.0
CCC(C)[C@H](NC(=O)NCCCn1ccnc1)C(=O)OC (some centres undefined),-13.3

(more compounds)
SMILES	AI-2 QS mod	IEC-6 cytotox	GSK3A inh	HSF1 inhib	aSyn 5UTR inh	KLF5 inh	HSP90 refold inh	HIF act	HSF-1 act	GSK3beta inhib
Oc1ccc(-c2nccc(-c3ccc(F)cc3)n2)cc1	-1.1	2.2	-0.5	18.9	-143.9	-137.6	3.0	1.2	17.2	-1.0
COC1=CCC2([N+](=O)[O-])CN(CCO)CC1([N+](=O)[O-])C2 (centres undefined)	26.9	-4.7	-0.2	-10.7	10.5	-21.6	-3.1	0.1	8.4	1.6
CCOc1ccc(CCNC(=O)C2CCC(=O)N2CCc2ccccc2)cc1OCC (centres undefined)	-2.5	-2.1	0.7	-6.8	24.1	-9.0	-1.8	-0.1	-17.4	1.5
N#Cc1cn(Cc2ccccc2)c2ccccc12	-24.3	5.7	-4.1	1.0	21.7	16.6	3.3	-0.2	9.7	-18.2
CCn1c(SCC(=O)NC2CCCC2)nnc1C(C)C	1.3	1.7	1.8	-3.6	-9.6	-14.8	6.8	-0.1	13.9	-2.4
COc1cccc(CN2CCN(Cc3nc(C(C)C)cs3)CC2CCO)c1 (centres undefined)	10.6	-5.9	-1.6	-1.0	8.7	-24.1	-1.1	0.0	26.2	-1.2
COC(=O)C1=C(C)NC(C)=C(C(=O)OC)C1c1cc2ccc(C)cc2[nH]c1=O	20.8	3.0	1.3	2.3	1.0	-35.4	-1.9	0.2	28.1	-1.3
CCn1c([N+](=O)[O-])nc2c1c(=O)[nH]c(=O)n2C	-71.0	2.1	.	10.8	3.7	1.0	3.2	5.2	10.7	-6.1
O=C(c1ccc(=O)[nH]c1)N(Cc1ccco1)C1(C(=O)NC2CCCCC2)CCCCC1	-21.1	-0.9	2.6	-9.0	2.9	-8.3	1.8	0.5	-24.3	-6.7
Cc1ccc(S(=O)(=O)Cn2nnnc2C(C)N2CCN(C(=O)c3ccco3)CC2)cc1 (centres undefined)	2.0	-9.3	.	-1.1	11.5	7.0	-2.2	0.3	-22.9	3.2
CC1(C)Cc2c(c(N3CCCC3)nc3sc4c(N5CCNCC5)ncnc4c23)CO1	10.4	-5.3	-3.0	-4.3	19.7	2.2	-0.3	-0.3	9.9	0.4
Cc1cccc(NC(=O)CCc2ccc(C)o2)c1	?	-1.2	-2.7	5.0	-10.3	-10.4	-3.2	0.6	-14.1	0.1
COc1ccc2nc(NC(=O)c3ccoc3C)sc2c1	-1.2	16.8	3.0	5.2	-23.3	-57.5	22.4*	-0.1	22.6	11.1
O=C(Nc1cccc(Cl)c1)c1ccc(F)c(S(=O)(=O)NCc2ccc3c(c2)OCO3)c1	10.4	2.7	1.3	-1.7	-13.1	-12.3	2.4	0.1	-12.0	-24.2
CC1=C(C(=O)OCC2CCCCC2)C(c2ccc(O)cc2)NC(=O)N1 (centres undefined)	20.4	-5.9	7.4	2.6	9.6	-27.4	-6.1	-10.5	-1.2	-2.5
C=CCNC(=O)C(=O)NN=C1CCN(C)CC1	-11.1	-9.9	-3.2	-3.9	-4.3	-28.2	-2.7	-0.5	20.8	-1.0
N#Cc1c(NC(=O)c2cccc(S(=O)(=O)Nc3ccc(C(=O)O)cc3)c2)sc2c1CCCC2	30.1	-2.1	-0.8	-8.7	-7.6	1.2	0.7	0.3	-14.7	3.2
COc1ccc(C(C)=O)c(Oc2cc(NN3CCCCC3)c([N+](=O)[O-])cc2[N+](=O)[O-])c1	8.9	-1.2	-0.9	0.0	-9.2	-19.7	-1.7	-0.4	-2.7	-3.9
Cn1ccc(C(=O)NC(=S)Nc2ccc([N+](=O)[O-])cc2O)n1	31.5	7.2	.	.	.	-179.5	-0.5	.	.	3.5
C=CCN(C)NC(=S)Nc1ccccc1	10.1	-5.9	-0.6	-3.3	13.4	-34.1	-7.8	0.0	-4.5	3.8
COc1ccc(S(=O)(=O)N2c3ccccc3OCC2CC(=O)O)cc1 (centres undefined)	10.2	-5.0	-0.6	-7.4	19.2	-15.1	2.6	-0.5	13.5	-4.4
N#Cc1ccccc1Cn1c(=O)n(-c2ccc(CC(=O)NCc3ccco3)cc2)c(=O)c2sccc21	20.6	-10.1	0.7	4.2	13.5	-15.4	-1.7	-0.3	6.6	0.1
Cc1ccccc1NC(=O)CN1C(=O)COc2ccc(Cl)cc21	12.6	-4.2	0.1	-0.5	-3.0	-18.3	-1.1	-0.1	-5.0	4.1
Cc1cc(C(=O)CN2C(=O)NC3(CCCc4sccc43)C2=O)c(C)n1-c1ccc(Cl)cc1 (centres undefined)	4.0	-8.9	0.8	.	-26.6	-32.0	-2.5	0.2	.	2.0
CC1(C)CC(CCC(=O)NC(=S)Nc2ccccc2Cl)C(=O)O1 (centres undefined)	21.3	-2.4	-0.3	-3.4	-7.6	-9.8	-2.1	-0.2	2.1	1.0
Cc1ccc(C(=O)n2cnc3ccccc32)cc1C	44.1	-0.3	-3.3	-6.7	5.9	-23.2	-7.2	-16.8	-0.1	0.1
COc1ccc(OC)c(NC(=O)CSc2nnc(-c3cccnc3)s2)c1	16.6	-0.5	-1.8	-2.2	15.2	-8.4	2.5	0.0	-0.2	2.1
CS(=O)(=O)c1cnc(-c2ccccc2)nc1-c1ccc(Cl)c(Cl)c1	-2.3	-0.4	-1.6	-23.8	9.3	-7.3	-1.7	-0.4	-13.4	0.5
CS(=O)(=O)N1CCN(C(=O)c2cc3ccccc3oc2=O)CC1	19.2	7.1	-1.1	-0.9	-12.2	-14.8	2.9	-0.1	-8.4	0.7
CCCNC(=O)C1CN(S(=O)(=O)c2ccccc2)CCN1S(=O)(=O)c1ccccc1 (centres undefined)	-2.5	-3.0	-0.5	1.4	20.0	-38.3	0.2	-0.3	2.1	-0.2
CCCCNc1c([N+](=O)[O-])cc(C(=O)O)cc1[N+](=O)[O-]	63.0	8.1	.	3.2	-10.3	-9.1	-1.8	-0.3	8.9	-9.4
Cc1cccc(N2CCN(S(=O)(=O)c3ccc4[nH]c(=O)c(=O)[nH]c4c3)CC2C)c1 (centres undefined)	35.3	4.5	-2.9	-4.7	3.9	-23.8	7.2	-0.6	-1.9	2.3
CCOC(=O)C1=NNC2C(=O)N(CC)C(=O)C12 (centres undefined)	18.0	2.1	-4.3	-3.0	-1.4	-13.3	8.2	-0.1	8.7	3.3
COCCN1CCn2c(nc3cc(NC(=O)c4ccc(OC)cc4)ccc32)C1	9.7	-2.1	.	1.3	-20.9	-13.7	-0.1	0.0	-1.2	3.9
O=C(O)CCCCNS(=O)(=O)c1ccc(Cl)c(C(F)(F)F)c1	27.1	1.6	-1.6	-3.4	-5.5	-11.8	-3.7	-0.3	-11.4	1.8
CCN1CCN(c2ccc(S(=O)(=O)N3CCCCC3)cc2NC(=O)CC(NC(C)=O)c2ccccc2)CC1 (centres undefined)	7.3	.	-0.8	-4.9	-8.5	.	.	0.5	-4.9	-0.5
Cn1c(=O)n(CCc2ccccc2)c(=O)c2c1nc1n2CCCN1Cc1ccccc1	29.9	3.7	-1.5	4.6	7.9	-20.4	5.3	-0.6	-9.5	0.9
CC(OC(=O)c1ccc2ncsc2c1)C(=O)Nc1ncc(Cl)cc1Cl (centres undefined)	14.2	4.8	6.8	-6.2	-24.1	-34.5	2.5	0.1	-16.6	2.5
Cc1ccc(-c2nc3ccccc3c(=O)n2CCCN2CCOCC2)cc1	14.8	13.5	-2.3	2.1	-11.5	-2.9	1.3	0.7	-14.0	0.1
